# Bioassay records (PubChem)
# LDHA block: LDHA (human) enzyme inhibition; P00338; purified LDHA, NADH/diaphorase-resazurin fluorescence; hits give low values; activity change, % (values are at about 110 or 230 µM); 480,000 compounds, 0.15% hits; in the data active = activity change below about -30%; inconclusive = mostly about -25% to -30%;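 also: plate controls were DMSO wells for no effect and wells without enzyme for full effect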
#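 Resorufin fluorescence (ex540/em590), read at 0 and 20 min after diaphorase/resazurin addition, reports the NADH left after a 5 min room-temperature reaction of 2 nM human LDH5 with 0.06 mM NADH and 0.2 mM pyruvate.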
# Vif-APOBEC3F blk: blocks the Vif interaction with APOBEC3F; Potency, µM (top dose mostly 46.1 µM), for inactives: at the top dose activity, negative = active; 390,000 compounds, 0.2% hits; HeLa A3F-eYFP + Vif (tagged APOBEC3F with the HIV-1 protein that degrades it), YFP fluorescence increase; also: potency is read from the fitted curve at half-maximal effect; % of control where 0% means no effect; nearly all actives have a fitted effect of over 65% in size
#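 HeLa cells stably expressing Vif plus C-terminally eYFP-tagged A3F were seeded, incubated overnight at 37 deg C, dosed with compound, incubated overnight again at 37 deg C. Yellow fluorescence (Ex 488/Em 500-530) reported blocked Vif-mediated A3F-eYFP degradation.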
# IDH1 R132H inh: blocks human mutant IDH1 R132H enzyme; Potency, µM (titrated, usually from 76.6 µM), without a hit: top-dose activity change, negative = inhibition, hits mostly inhibitors; IDH1-R132H enzyme, NADPH consumption, diaphorase/resazurin fluorescence; O75874; 390,000 compounds, 0.093% hits; also: potency is read from the fitted curve at half-maximal effect; % is scaled to controls: 0 for no effect and ±100 for the full control effect; nearly all actives have a fitted effect of over 65% in size
#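 IDH1-R132H (0.5 ug/mL dispensed) in pH 7.5 Tris buffer was preincubated 30 min with compound, then given a substrate mix of 0.016 mM NADPH and 2 mM alpha-KG for 80 min at room temperature; remaining NADPH was read by diaphorase/resazurin fluorescence.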
# USP1 inh: blocks the human USP1/UAF1 deubiquitinase complex. O94782. recombinant USP1/UAF1, Ub-Rhodamine cleavage fluorescence. Potency, µM (titrated, usually from 57.1 µM), without a hit: at the highest dose activity change, negative = inhibition, most hits filed as inhibitors. 390,000 compounds, 0.23% hits. AID 743255; also: potency is read from the fitted curve at half-maximal effect; % is scaled to controls: 0 for no effect and ±100 for the full control effect; nearly all actives have a fitted effect of over 60% in size; inactives centre near -12
#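 1 nM enzyme complex + cpd, 15 min RT; start with Ub-Rho 150nM final; kinetic fluorescence ex 480/em 540, 6 reads q60 s. Buffer 50mM HEPES pH 7.8, 0.5mM EDTA, 0.1 mg/ml BSA, 1mM TCEP, 0.01% Tween-20.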
# rTrxR1 inhibitor: inhibitors of rat thioredoxin reductase 1 | Potency, µM (highest dose often 114 µM), without a hit: at the highest dose activity change, negative = inhibition, hits mostly inhibitors | recombinant rTrxR1, NADPH fluorescence consumption, selenite substrate | 390,000 compounds, 1% hits | O89049; also: potency is read from the fitted curve at half-maximal effect; % is scaled to controls: 0 for no effect and ±100 for the full control effect; nearly all actives have a fitted effect of over 65% in size
# Target sequence (O89049 whole entry, looked up): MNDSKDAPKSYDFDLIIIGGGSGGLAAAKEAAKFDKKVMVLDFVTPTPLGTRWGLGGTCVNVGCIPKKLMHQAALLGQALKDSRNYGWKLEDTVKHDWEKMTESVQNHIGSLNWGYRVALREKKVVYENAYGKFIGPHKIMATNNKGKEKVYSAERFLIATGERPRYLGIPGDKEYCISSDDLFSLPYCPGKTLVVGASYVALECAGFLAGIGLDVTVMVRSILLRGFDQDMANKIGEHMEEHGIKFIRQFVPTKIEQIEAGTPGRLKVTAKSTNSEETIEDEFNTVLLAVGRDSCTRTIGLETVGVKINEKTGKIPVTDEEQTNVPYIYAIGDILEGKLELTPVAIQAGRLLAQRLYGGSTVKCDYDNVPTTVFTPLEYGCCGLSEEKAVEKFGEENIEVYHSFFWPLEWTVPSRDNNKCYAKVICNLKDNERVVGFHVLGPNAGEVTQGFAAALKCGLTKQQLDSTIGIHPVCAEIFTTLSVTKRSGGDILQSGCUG
#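 Rat TrxR1 (90 nM in the dispensed reagent) was pre-reduced with 400 uM NADPH for 5 min at room temperature, then incubated with compound for 15 min. After 400 uM selenite was added, NADPH fluorescence (Ex 340/Em 450 nm) was followed for 8 min.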
# TrxR1 substrate: substrates of rat thioredoxin reductase 1 | O89049 | purified TrxR1 substrate turnover, NADPH consumption readout | Potency, µM (titrated, usually from 114 µM), for the others: at the top dose activity change, negative = substrate turnover | 390,000 compounds, 0.01% hits | AID 588456; also: potency is read from the fitted curve at half-maximal effect; % is scaled to controls: 0 for no effect and ±100 for the full control effect; nearly all actives have a fitted effect of over 50% in size
#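 Rat TrxR1, dispensed at 90 nM, was prereduced with 400 uM NADPH (final) for 5 min at ~22 deg C, then incubated with compound 15 min before 400 uM selenite. A first-read NADPH fluorescence drop versus no-compound background flagged substrates.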
# RGS4 inhibitor: inhibitors of human regulator of G protein signaling 4; P49798; Transcreener GDP fluorescence polarization, RGS4-accelerated GTP hydrolysis; Potency, µM (highest dose often 114 µM), for inactives: at the top dose activity change, negative = inhibition, most hits filed as inhibitors; 390,000 compounds, 0.039% hits; AID 504845; also: potency is read from the fitted curve at half-maximal effect; % is scaled to controls: 0 for no effect and ±100 for the full control effect; nearly all actives have a fitted effect of over 75% in size; some results filed as inactive show a strong effect at the top dose
# Target sequence (P49798 whole entry, looked up): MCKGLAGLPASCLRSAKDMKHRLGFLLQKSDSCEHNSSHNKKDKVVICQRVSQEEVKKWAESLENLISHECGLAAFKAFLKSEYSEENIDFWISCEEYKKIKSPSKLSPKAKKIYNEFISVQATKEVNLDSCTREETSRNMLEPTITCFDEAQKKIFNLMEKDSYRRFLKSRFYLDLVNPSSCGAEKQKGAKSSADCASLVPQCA
#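 MLSMR compounds (23 nl, pin-transferred) preincubated 10 min at room temperature with a 500nM (2x) first reagent, then RGS4 at 900nM (2x) plus Transcreener GDP mix added; fluorescence polarization (620/688 nm) read before and after 90 min at 30 °C.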
# Glioma ERSR ind: ER stress response induction in glioma | U87-MG GRP78 promoter luciferase reporter, 16 h | Potency, µM, without a hit: top-dose activation, hits mostly activators | 420,000 compounds, 0.02% hits; also: potency is read from the fitted curve at half-maximal effect; series mostly up to about 76 µM; % of control where 0% means no effect; nearly all actives have a fitted effect of over 35% in size
#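 Stably transfected U87-MG glioma cells carrying a GRP78-based luciferase sensor; 16 h compound incubation. Luminescence end-point read 10 min after Bright-Glo addition at room temperature.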
# Vif-APOBEC3G blk: inhibitors of Vif-APOBEC3G interaction. Potency, µM (series often up to 46.1 µM), inactives show top-dose activity, negative = active, usual class: inhibitors. 410,000 compounds, 0.076% hits. AID 602310. Q9HC16. HeLa A3G-eYFP + Vif (tagged APOBEC3G with the HIV-1 protein that degrades it), YFP fluorescence, overnight;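 also: potency is read from the fitted curve at half-maximal effect; % is scaled to controls: 0 for no effect and ±100 for the full control effect; nearly all actives have a fitted effect of over 60% in size; hits raise eYFP signal because A3G escapes Vif-driven loss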
# Target sequence (Q9HC16 whole entry, looked up): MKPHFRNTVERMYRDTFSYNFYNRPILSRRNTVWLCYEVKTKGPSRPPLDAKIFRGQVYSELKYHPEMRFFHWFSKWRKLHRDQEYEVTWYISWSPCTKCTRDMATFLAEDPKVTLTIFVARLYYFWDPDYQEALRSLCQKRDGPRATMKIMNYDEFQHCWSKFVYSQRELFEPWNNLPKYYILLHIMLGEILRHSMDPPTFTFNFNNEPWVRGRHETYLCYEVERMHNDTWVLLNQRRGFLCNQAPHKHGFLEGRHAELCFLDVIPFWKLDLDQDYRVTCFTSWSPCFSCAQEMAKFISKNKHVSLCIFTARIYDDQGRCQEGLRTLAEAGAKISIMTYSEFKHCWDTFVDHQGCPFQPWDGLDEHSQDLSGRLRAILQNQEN
#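 Read-out is eYFP fluorescence (Ex 488/Em 500-530) from Vif-expressing HeLa A3G-eYFP cells; more signal means A3G escaped Vif-mediated degradation. Cells plated overnight, compound pinned in, incubated overnight at 37 deg C.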
# * = called active by the depositor; ? = inconclusive; nt = not tested or not shown; & = joins results of further samples; [ ] = dose if it differs, or a comment. Unless noted, calls follow the shape of the dose curve; as a rule, active = well fitted curve in the direction sought with a large enough effect; inconclusive = small, poorly fitted or top-dose-only effect, or another doubt; inactive = no such curve, though single readings can be large; an effect the other way counts as inactive or inconclusive. Some of the compounds tested; the hit share may differ from the screen's.
# Values run as follows: LDHA block, Vif-APOBEC3F blk, IDH1 R132H inh, USP1 inh, rTrxR1 inhibitor, TrxR1 substrate, RGS4 inhibitor, Glioma ERSR ind, Vif-APOBEC3G blk
CCOC(=O)c1cc2c(=O)n3ccccc3nc2n(Cc2ccco2)c1=NC(=O)c1ccccc1Br
  3.9, -13.8%, ?, -9.2%, ?, 480.5%[activator], -46.2%, -3.4%, 2.8%
CCC(NC(=S)NCc1ccc(F)cc1)c1ccccc1 (stereo not drawn)
  -0.7, -13.6%, -0.7%, -15.2%, 21.6%, -5.3%, -10.5%, -2.8%, 4.3%
Cc1ccc(NS(=O)(=O)c2cccc(C(=O)O)c2)cc1S(=O)(=O)N1CCOCC1
  -4.6, 0.2%, -1.9%, -3.0%, -12.7%, -13.8%, 1.6%, -0.8%, 1.6%
CCCCC(CC)CO (stereo not drawn)
  -3.8, 5.9%, -15.7%, -21.6%, 11.2%, -2.0%, 22.5%, -0.2%, 1.0%
Cc1occc(=O)c1OCc1c(Cl)cccc1Cl
  -1.5, -8.9%, 24.2%, -1.0%, 8.3%, -0.7%, 16.2%, -2.3%, -6.1%
CNS(=O)(=O)c1ccc(C(=O)NCC(=O)NC(C)c2cccs2)cc1 (stereo not drawn)
  -0.3, -8.9%, -1.0%, -18.6%, 18.4%, 7.2%, -3.9%, -3.0%, -8.6%
COc1cc(NC(=O)c2ccc(F)cc2)ccc1NC(=O)c1cc2ccccc2o1
  0.0, -0.9%, 0.0%, -10.6%, 16.7%, 6.9%, -5.1%, -2.7%, 1.3%
O=C(Nc1cccc(NC(=O)c2ccc(Cl)cc2)n1)c1ccc(Cl)cc1
  -4.3, 0.1%, -0.9%, -2.5%, -11.0%, -6.3%, -0.4%, -0.3%, 0.4%
Cc1c(C(=O)N2CCOCC2)c(S(=O)(=O)Nc2ccc(F)cc2)c(C)n1C
  1.6, 3.5%, -9.0%, -23.3%, 21.2%[57.1 µM], 8.1%[57.1 µM], -12.8%[56.9 µM], -2.5%, 2.0%
O=C(c1ccccc1)N1CCN(C2C3CC4CC(C3)CC2C4)CC1 (stereo not drawn)
  -8.7, -4.2%, 4.3%, -6.2%, -14.1%, 0.1%, -8.3%, -2.3%, 0.2%
CCN(C(=O)c1nn(-c2ccc(OC)cc2)c(=O)c2c1c1ccccc1n2C)c1ccc(OC)cc1
  -3.3, -3.3%, -2.2%, -13.8%, 25.8%, 6.8%, -13.7%, -5.0%, -10.5%
COc1ccc(C(C)=O)c(OCC(=O)NCCC2=CCCCC2)c1
  -15.9, -19.8%, 16.3%, 1.6%, nt, nt, nt, -1.9%, 1.4%
O=C(CCN1c2ccccc2Sc2ccccc21)OCC(=O)N1CCN(C(=O)c2ccco2)CC1
  -2.1, 8.1%, -0.7%, -6.7%, -27.2%, -4.1%, 30.5%, 0.6%, -0.2%
Cc1cc(C)c2c(=O)cc(C(=O)NCCc3ccc(S(N)(=O)=O)cc3)oc2c1
  7.2&0.1, 2.3%, 12.3%, -15.9%, 25.6%, 10.4%, -20.3%, -4.2%, -1.4%
NC(=O)c1ccc(NC(=O)COC(=O)C2COc3ccccc3O2)cc1 (stereo not drawn)
  -4.9, 7.1%, 3.2%, -23.2%, 13.8%[57.1 µM], 11.7%[57.1 µM], -45.3%, -3.9%, 0.8%
CCC(CO)Oc1cc(NCc2cccc(C(F)(F)F)c2)c2ncn(C(C)C)c2c1 (stereo not drawn)
  17.4, -3.4%, -15.3%, ?, -1.7%[57.1 µM], -8.0%[57.1 µM], -28.7%, -3.3%, -11.0%
COc1ccc(-c2cc(-c3ccccc3O)[nH]n2)cc1OC
  6.6, -4.3%, 3.9%, -13.3%, 9.8%, -1.5%, -15.9%, -5.1%, -4.8%
O=C(CN1CCN(c2ccc(F)cc2)CC1)N1CCOCC1
  -4.6, -8.5%, 1.0%, 0.1%, -5.4%, -4.8%, -13.4%, 1.5%, -5.7%
CC1CCCC(NC(=O)NC(=O)CCl)C1C (stereo not drawn)
  -2.2, 3.9%, -9.9%, -4.9%, 7.94µM*, -0.3%, 7.2%, -14.0%, -9.9%
Cc1nn(Cc2ccccc2)c(Cl)c1/C=N/NC(=O)c1cccnc1
  -13.3, 0.9%, -11.7%, -6.4%, 9.5%, -0.3%, 1.0%, 0.3%, -3.5%
COc1ccc(-c2[nH]ncc2CNC(C)c2cn(C)nc2C)c(F)c1 (stereo not drawn)
  2.3, 1.1%, 13.0%, -10.9%, 32.3%, 6.6%, -20.3%, -1.6%, -0.8%
Cc1cc2c(cc1C)NC(c1nc3ccccc3[nH]1)C1=C(CC(C)(C)CC1=O)N2 (stereo not drawn)
  4.2, -16.1%, -0.7%, -2.2%, -22.8%, -19.2%, 11.0%, 0.3%, 0.8%
Cc1ccc(S(=O)(=O)NCCC(=O)OCC(=O)Nc2cccc(Cl)c2)cc1
  1.7, -4.7%, 3.0%, -24.2%, 14.6%, -3.8%, 1.7%, -4.3%, 0.5%
CSC1=N/C(=C/c2ccc(-n3cncn3)cc2)C(=O)N1
  -6.1, 5.2%, 8.5%, -16.6%, 1.0%, 0.4%, -3.3%, 8.2%, -1.9%
CC1CCC2(CC1)NC(=O)N(CC(=O)NCCc1c[nH]c3ccccc13)C2=O (stereo not drawn)
  0.2, 1.0%, 18.1%, ?, 15.4%, 7.0%, -9.2%, -2.2%, -2.0%
O=C(c1ccccc1)c1cc2ccc(O)cc2oc1=O
  -4.2, -0.2%, 0.0%, -9.8%, -13.2%[57.1 µM], -2.2%[57.1 µM], 24.2%, 2.1%, -1.2%
CCn1c(-c2ccc3ncccc3c2)n[nH]c1=S
  0.0, 3.0%, 7.5%, -15.8%, -31.3%, -5.2%, -5.2%, -2.6%, -0.4%
Cc1cc(F)ccc1Nc1nc2ccccc2n2nnnc12
  -2.3, nt, nt, -16.1%, 35.8%, 63.0%[activator], -7.1%, nt, nt
COc1ccc(C#Cc2ccc3c(c2)c(=O)c2ccccc2n3C)cc1
  -1.8, -8.5%, 6.1%, -23.2%, -3.3%[57.1 µM], 31.2%[57.1 µM], -5.3%, -2.5%, -8.8%
Cc1ccc(-n2ncc(C(=O)NCCN3CCN(C)CC3)c2C2CCN(C(=O)OC(C)(C)C)CC2)cc1C
  -0.4, 2.7%, 19.7%, -9.5%, 2.7%, -1.8%, -8.4%, -1.2%, 2.1%
CCCC1SCC(C)(C)NC1=O (stereo not drawn)
  -11.7, 16.7%, 6.4%, -6.2%, 32.8%[11.4 µM], 12.2%[11.4 µM], -6.2%, -2.1%, 0.3%
Cc1ccc(NC(=O)C2CC(=O)Nc3ncnn32)c(C)c1 (stereo not drawn)
  -0.9, 8.3%, 0.0%, -23.4%, 17.2%, 8.1%, -31.3%[56.9 µM], -4.6%, 0.6%
CCCN(CCC)CCNC(=O)CN1C(=O)COc2ccc(S(=O)(=O)N3CCC(C)CC3)cc21
  -2.9, -0.3%, -3.2%, -30.8%, 5.1%, 5.7%, 24.1%, -4.2%, -2.0%
CN1CCN(c2nc(Nc3ccccc3)nc(N)c2[N+](=O)[O-])CC1
  2.0, 3.1%, 4.6%, -9.2%, 25.4%[57.1 µM], -12.6%[57.1 µM], -28.2%, -3.9%, -0.2%
Cc1ccccc1C(=O)N1CCN(c2ccc(N3CCOCC3)nn2)CC1
  1.0, 1.2%, 4.1%, -14.5%, -14.7%, 59.8%[activator], 5.7%, -1.9%, -0.3%
CC(NC(=O)c1cc2ccccc2oc1=O)c1ccc(O)cc1 (stereo not drawn)
  -0.1, -0.2%, -12.7%, -18.2%, -0.3%, -4.5%, -0.2%, -2.8%, 5.0%
COc1ccc(C(=O)NCCS(=O)(=O)N2CCC3(CC2)OCCO3)cc1
  -3.1, 4.4%, 7.1%, -14.4%, 4.8%, 0.1%, -10.4%, -2.9%, 1.2%
O=C(NCc1ccc2c(c1)OCO2)c1ccc(S(=O)(=O)N2CCOCC2)cc1
  -6.2, 12.1%, -14.2%, -12.4%, -14.5%[57.1 µM], -12.3%[57.1 µM], 22.6%, -2.0%, -0.6%
Cc1ccc(-c2c(C)n([O-])c3c([n+]2=O)CCC3)o1
  -7.9, 0.9%, -0.5%, -14.1%, -15.3%, -11.1%, 10.0%, -5.0%, -0.1%
CN1CCC(N(C)CC(=O)Nc2ccccc2N2CCOCC2)CC1
  ?, 0.0%, 3.8%, -7.6%, 11.0%, 0.2%, 11.5%, -6.5%, -1.4%
O=C(c1ccc(Cl)cc1)c1ccc(Oc2cc(NN3CCCCC3)c([N+](=O)[O-])cc2[N+](=O)[O-])cc1
  2.6, -3.4%, 11.8%, -23.2%, -30.3%, -0.1%, -32.0%, 2.2%, 2.8%
O=C(CC(C(=O)O)c1ccccc1)Nc1ccccc1 (stereo not drawn)
  -10.2, 0.2%, 8.7%, -9.3%, -4.1%, -6.6%, -5.3%, -3.6%, -0.9%
COc1ccc(-c2nnc(COc3ccc4ccccc4c3)o2)cc1OC
  -2.8, 0.7%, 6.8%, -19.2%, 14.1%, 10.9%, -0.5%, -1.4%, -0.5%
